CRFBP-R2 agonist: agonists of human CRF-binding protein/CRF-R2 receptor complex | HEK293 CRF-R2/CRF-BP, calcium dye fluorescence (FLIPR); percent of saturating CRF peptide response | activation, % at 13.2 µM | 0.46% of 350,000 active;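 active = activation of at least 50%, plus an integration ratio under a set limit after plate pattern correction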;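 note: plate controls were neutral control wells without compound for no effect and CRF at EC100 for full effect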
TAAR1 agonist: human TAAR1 agonism | CHO RD-HGA16 TAAR1, Fluo-8 calcium fluorescence; vehicle wells 0%, saturating PEA agonist 100% | activation, % at 3 µM | 0.99% of 360,000 active | AID 624467;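 active = activation above the mean activation of all test compounds in the run plus 3 SD, cut at about 38% in these data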
Target sequence (Q96RJ0 whole entry, looked up): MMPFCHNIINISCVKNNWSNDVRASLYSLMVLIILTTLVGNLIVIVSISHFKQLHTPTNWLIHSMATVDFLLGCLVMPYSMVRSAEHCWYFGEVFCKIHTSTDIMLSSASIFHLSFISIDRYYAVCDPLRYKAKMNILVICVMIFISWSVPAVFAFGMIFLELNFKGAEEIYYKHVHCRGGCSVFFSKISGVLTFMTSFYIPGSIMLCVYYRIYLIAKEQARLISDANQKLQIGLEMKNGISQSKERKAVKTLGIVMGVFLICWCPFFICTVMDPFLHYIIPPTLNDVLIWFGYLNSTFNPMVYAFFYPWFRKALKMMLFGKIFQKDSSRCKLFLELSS
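test system = CHO RD-HGA16 cells carrying human TAAR1 plus Gα16 | schedule = 17-24 h seeding, 75 min 37 °C dye, 30 min RT | compound dosing = 3 µM single concentration | control set = DMSO and PEA EC100 | replicates = n 1 | signal = Fluo-8 fluorescence, 5 s baseline then 140 s kinetic read | measure = percent activation vs PEA EC100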
CHRM4 PAM: positive allosteric modulators of human muscarinic M4 receptor | P08173 | CHO-K1 hM4/Gqi5, Fluo-8 calcium fluorescence, ACh EC20; 0% = ACh EC20, 100% = maximal ACh | activation, % at 3 µM | 0.4% of 360,000 active | AID 624126;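 active = activation above its plate's cutoff, the mean activation of sample wells plus 3 SD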; note: some results filed as inactive read as strong as hits
Target sequence (P08173 whole entry, looked up): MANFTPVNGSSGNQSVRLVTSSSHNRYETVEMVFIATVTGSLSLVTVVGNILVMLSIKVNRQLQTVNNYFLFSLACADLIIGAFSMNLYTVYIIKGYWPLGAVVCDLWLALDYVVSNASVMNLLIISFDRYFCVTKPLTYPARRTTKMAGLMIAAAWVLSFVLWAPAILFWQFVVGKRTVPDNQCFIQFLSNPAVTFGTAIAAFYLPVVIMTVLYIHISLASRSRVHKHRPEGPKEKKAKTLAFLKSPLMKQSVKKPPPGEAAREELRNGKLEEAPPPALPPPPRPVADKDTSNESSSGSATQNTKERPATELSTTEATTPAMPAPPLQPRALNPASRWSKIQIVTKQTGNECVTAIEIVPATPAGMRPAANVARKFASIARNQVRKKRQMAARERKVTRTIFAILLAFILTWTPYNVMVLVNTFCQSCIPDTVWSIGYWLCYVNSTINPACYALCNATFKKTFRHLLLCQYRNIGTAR
CHRM5 antagonist: antagonists of human muscarinic M5 receptor (CHRM5); P08912; CHO-hM5 cells, Fluo-8 calcium fluorescence, ACh EC80; inhibition, % at 3 µM; 0.59% of 360,000 active; AID 624040;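 active = inhibition above a per-plate cutoff, the mean of that plate's test compounds plus 3 SD, cut at about 27% in these data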;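 note: 0% = acetylcholine EC80 with DMSO and 100% = DMSO without agonist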
CRFR2-BP antag: antagonists of CRF-binding protein/CRF-R2 receptor complex | HEK293 CRF-R2/CRF-BP, CRF-induced calcium fluorescence | inhibition, % at 11.8 µM | 0.59% of 350,000 active | AID 588475;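 active = inhibition of the ligand-induced calcium signal above about 50% at the single tested concentration, limit read from the data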
M1 PAM parental: M1 PAM counterscreen hit in parental CHO-K1 cells. 0.02% of 360,000 active. activation, % at 3 µM. ATP EC20, Fluo-8 calcium fluorescence; 0% at ATP EC20, 100% at ATP max. AID 602247;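 active = activation above the run cutoff, the mean activation of all test compounds plus 3 SD, cut at about 40% in these data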;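 note: peak over basal fluorescence ratio in a 140 s read after ATP addition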
M5 PAM: CHRM5 positive allosteric modulation | P08912 | CHO-K1 hM5, Fluo-8 calcium, ACh EC20 PAM; 0% = ACh EC20, 100% = ACh EC100 | activation, % at 3 µM | 0.3% of 360,000 active;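 active = activation above the run cutoff, the mean activation of all test compounds plus 3 SD, cut at about 18% in these data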
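Assay system: CHO-K1 hM5 cells. Also added: acetylcholine at EC20 concentration, added after compound. Dosing: 3 µM, single dose. Times: compound preincubation 140 s before EC20 acetylcholine addition. Signal: Fluo-8 calcium fluorescence. Measure: % activation relative to EC20 and EC100 ACh responses. Repeats: singlicate, one well per test compound.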
TAAR1 antagonist: human TAAR1 antagonism; CHO RD-HGA16 TAAR1, Fluo-8 calcium fluorescence, antagonist; inhibition, % at 3 µM; 1.5% of 360,000 active; Q96RJ0;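 active = inhibition above a per-plate cutoff, the mean inhibition of test compounds on that plate plus 3 SD, cut at about 49% in these data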;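 note: 0% = DMSO plus EC80 beta-PEA response and 100% = DMSO alone without agonist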
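Assay system: CHO-derived RD-HGA16 cells stably expressing human TAAR1 plus Gα16. Timing: 140 s kinetic read after compound, 140 s after agonist. Technique: kinetic Fluo-8 calcium fluorescence measurement. Measure: % inhibition of agonist calcium response.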
CHRM5 agonist: agonists of human muscarinic M5 receptor (CHRM5). CHO-K1 hM5 cells, Fluo-8 calcium fluorescence; 0% DMSO wells, 100% maximal acetylcholine response. activation, % at 3 µM. P08912. 0.19% of 360,000 active;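 active = activation above the run's mean over test compounds plus 3 SD, cut at about 23% in these data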;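 note: signal is peak over basal fluorescence ratio across the kinetic read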
* = called active by the depositor.

For CC(C)NC(=O)C1CC(=O)N(CCc2ccc(F)cc2)C1 (centres undefined) the results were CRFBP-R2 agonist -1.4, TAAR1 agonist 2, CHRM4 PAM -5, CHRM5 antagonist 5, CRFR2-BP antag -4, M1 PAM parental 14, M5 PAM -4, TAAR1 antagonist -11 and CHRM5 agonist 0.
For COc1cccc(-c2cnc3c(NC=O)cc(-c4ccccc4)cn23)c1 the results were TAAR1 agonist 1, CHRM4 PAM -4, CHRM5 antagonist 0, M1 PAM parental -2, M5 PAM -5, TAAR1 antagonist 42 and CHRM5 agonist -2.
CCSc1nnc(NC(=O)CSc2nc(CC)nc3c2c(=O)n(C)c(=O)n3C)s1 was read as CRFBP-R2 agonist 0.6, TAAR1 agonist 1, CHRM4 PAM 1, CHRM5 antagonist 0, CRFR2-BP antag 0, M1 PAM parental 0, M5 PAM 0, TAAR1 antagonist -3 and CHRM5 agonist 2.
For C=CCN(c1ccccc1)S(=O)(=O)c1cccc(C(=O)OCC(=O)NC2CC2)c1 the results were CRFBP-R2 agonist 0.0, TAAR1 agonist 2, CHRM4 PAM -9, CHRM5 antagonist 1, CRFR2-BP antag 15, M1 PAM parental -11, M5 PAM -2, TAAR1 antagonist 5 and CHRM5 agonist 2.
COC(=O)c1sccc1-c1ccc(/C=N/OC(=O)c2ccccc2)o1 was read as CRFBP-R2 agonist -1.3, TAAR1 agonist 9, CHRM4 PAM -8, CHRM5 antagonist -6, CRFR2-BP antag 41, M1 PAM parental 4, M5 PAM 6, TAAR1 antagonist 17 and CHRM5 agonist -2.
For COCCNS(=O)(=O)c1cc(OC)ccc1OC the results were CRFBP-R2 agonist 0.7, TAAR1 agonist 2, CHRM4 PAM 3, CHRM5 antagonist 5, CRFR2-BP antag 1, M1 PAM parental 8, M5 PAM 1, TAAR1 antagonist 6 and CHRM5 agonist 0.
COc1ccc(C(=O)CC2OC(=O)c3c2ccc(OC)c3OC)cc1 (centres undefined) was read as CRFBP-R2 agonist 0.9, TAAR1 agonist 1, CHRM4 PAM 7, CHRM5 antagonist 1, CRFR2-BP antag -9, M1 PAM parental 2, M5 PAM 1, TAAR1 antagonist -4 and CHRM5 agonist 5.
Screening COc1cccc(NC(=O)CN2CCc3ccccc3C2)c1 returned CRFBP-R2 agonist -0.6, TAAR1 agonist 3, CHRM4 PAM 1, CHRM5 antagonist 7, CRFR2-BP antag 2, M1 PAM parental 16, M5 PAM 2, TAAR1 antagonist -24 and CHRM5 agonist -2.
For Cc1ccc(Cl)c(OCC(=O)N(C)CC(=O)Nc2ccc(N3CCOCC3)cc2)c1 the results were CRFBP-R2 agonist 0.0, TAAR1 agonist 1, CHRM4 PAM -5, CHRM5 antagonist 0, CRFR2-BP antag -5, M1 PAM parental 1, M5 PAM -2, TAAR1 antagonist -13 and CHRM5 agonist -3.
`O=C(c1ccccc1)N(Cc1ccc(F)cc1)C1CCS(=O)(=O)C1` (centres undefined) gave CRFBP-R2 agonist 0.4, TAAR1 agonist 5, CHRM4 PAM 18, CHRM5 antagonist -9, CRFR2-BP antag -1, M1 PAM parental 20, M5 PAM 6, TAAR1 antagonist -14 and CHRM5 agonist -1.
For O=C(O)CCN1C(=O)/C(=C\c2ccc(OCc3ccccc3)c(OCc3ccccc3)c2)SC1=S the results were CRFBP-R2 agonist 1.1, TAAR1 agonist -1, CHRM4 PAM -3, CHRM5 antagonist 9, CRFR2-BP antag 16, M1 PAM parental -2, M5 PAM -6, TAAR1 antagonist -1 and CHRM5 agonist -5.
For C=CCOc1c2ccc(C(=O)NCc3ccc(C)cc3)cc2nn1C the results were CRFBP-R2 agonist -0.8, TAAR1 agonist 8, CHRM4 PAM 1, CHRM5 antagonist 7, CRFR2-BP antag -2, M1 PAM parental 11, M5 PAM 2, TAAR1 antagonist 3 and CHRM5 agonist 2.
NC(=O)CC(NC(=O)c1ccccc1)c1ccc(NCCCN2CCCC2=O)c([N+](=O)[O-])c1 (centres undefined) was read as CRFBP-R2 agonist 0.7, TAAR1 agonist 14, CHRM4 PAM 6, CHRM5 antagonist 15, CRFR2-BP antag 0, M1 PAM parental 6, M5 PAM -1, TAAR1 antagonist -14 and CHRM5 agonist 1.
CC(=O)N(CCN(C)C)c1nc2cc3c(cc2s1)OCCO3 was read as CRFBP-R2 agonist -1.5, TAAR1 agonist 1, CHRM4 PAM -4, CHRM5 antagonist -10, CRFR2-BP antag -5, M1 PAM parental 8, M5 PAM 10, TAAR1 antagonist -33 and CHRM5 agonist -3.
CN(Cc1ccc(OC(F)F)cc1)C(=O)/C=C/c1ccc(S(=O)(=O)N2CCOCC2)cc1 was read as CRFBP-R2 agonist 2.4, TAAR1 agonist 5, CHRM4 PAM -5, CHRM5 antagonist 5, CRFR2-BP antag 15, M1 PAM parental -8, M5 PAM -2, TAAR1 antagonist -8 and CHRM5 agonist -1.
Screening CCOC(=O)COn1c(=O)c(-c2ccc(C)cc2)[n+]([O-])c2ccccc21 returned CRFBP-R2 agonist -1.1, TAAR1 agonist 4, CHRM4 PAM -1, CHRM5 antagonist 5, CRFR2-BP antag 2, M1 PAM parental -6, M5 PAM -8, TAAR1 antagonist -6 and CHRM5 agonist -3.
For O=C(NNC(=O)c1cccc2ccccc12)c1cccc(Cl)c1 the results were CRFBP-R2 agonist -2.9, TAAR1 agonist 3, CHRM4 PAM -4, CHRM5 antagonist 20, CRFR2-BP antag 28, M1 PAM parental 14, M5 PAM -1, TAAR1 antagonist 5 and CHRM5 agonist 3.
C=CCN(C(=O)Cn1nnc2ccccc21)C(C(=O)NCCOC)c1ccc(OC)cc1OC (centres undefined) was read as CRFBP-R2 agonist 1.7, TAAR1 agonist 11, CHRM4 PAM -6, CHRM5 antagonist -4, CRFR2-BP antag 10, M1 PAM parental -7, M5 PAM 3, TAAR1 antagonist 0 and CHRM5 agonist -2.
Screening COC(=O)CN(c1c(C)cccc1C)S(C)(=O)=O returned CRFBP-R2 agonist -0.1, TAAR1 agonist 12, CHRM4 PAM -3, CHRM5 antagonist -5, CRFR2-BP antag -4, M1 PAM parental 6, M5 PAM -11, TAAR1 antagonist 20 and CHRM5 agonist 0.
`O=C(c1cc(S(=O)(=O)N2CCOCC2)ccc1Cl)N1CCN(c2ccccn2)CC1` gave CRFBP-R2 agonist -1.2, TAAR1 agonist 3, CHRM4 PAM -4, CHRM5 antagonist 6, CRFR2-BP antag 15, M1 PAM parental -7, M5 PAM -4, TAAR1 antagonist 8 and CHRM5 agonist 0.

An excerpt from above in order of SMILES length, largest number first:
For O=C(O)CCN1C(=O)/C(=C\c2ccc(OCc3ccccc3)c(OCc3ccccc3)c2)SC1=S the results were CRFBP-R2 agonist 1.1, TAAR1 agonist -1, CHRM4 PAM -3, CHRM5 antagonist 9, CRFR2-BP antag 16, M1 PAM parental -2, M5 PAM -6, TAAR1 antagonist -1 and CHRM5 agonist -5.
For C=CCOc1c2ccc(C(=O)NCc3ccc(C)cc3)cc2nn1C the results were CRFBP-R2 agonist -0.8, TAAR1 agonist 8, CHRM4 PAM 1, CHRM5 antagonist 7, CRFR2-BP antag -2, M1 PAM parental 11, M5 PAM 2, TAAR1 antagonist 3 and CHRM5 agonist 2.
For O=C(NNC(=O)c1cccc2ccccc12)c1cccc(Cl)c1 the results were CRFBP-R2 agonist -2.9, TAAR1 agonist 3, CHRM4 PAM -4, CHRM5 antagonist 20, CRFR2-BP antag 28, M1 PAM parental 14, M5 PAM -1, TAAR1 antagonist 5 and CHRM5 agonist 3.
Screening COC(=O)CN(c1c(C)cccc1C)S(C)(=O)=O returned CRFBP-R2 agonist -0.1, TAAR1 agonist 12, CHRM4 PAM -3, CHRM5 antagonist -5, CRFR2-BP antag -4, M1 PAM parental 6, M5 PAM -11, TAAR1 antagonist 20 and CHRM5 agonist 0.

Following part
`Cc1ccccc1-c1csc(C(O)c2ccc(F)cc2)n1` (centres undefined) gave TAAR1 agonist -1, CHRM4 PAM 3, CHRM5 antagonist 2, M1 PAM parental -2, M5 PAM -4, TAAR1 antagonist -7 and CHRM5 agonist -1.
Screening COc1cc(OC)c(C2CC(=O)N3CN(C)CSC3=C2C#N)cc1OC (centres undefined) returned CRFBP-R2 agonist -3.0, TAAR1 agonist 8, CHRM4 PAM 8, CHRM5 antagonist -6, CRFR2-BP antag -11, M1 PAM parental 7, M5 PAM 5, TAAR1 antagonist -27 and CHRM5 agonist 1.
For Cc1ccc2c(Cl)c(Cc3ccccc3)c(=S)[nH]c2n1 the results were CRFBP-R2 agonist 2.4, TAAR1 agonist 0, CHRM4 PAM -8, CHRM5 antagonist 11, CRFR2-BP antag -3, M1 PAM parental 10, M5 PAM 0, TAAR1 antagonist -24 and CHRM5 agonist -3.
`O=C1C=C(c2ccc(-c3ccccc3)cc2)C[C@@H](c2ccc(Cl)cc2)C1` gave CRFBP-R2 agonist 1.1, TAAR1 agonist 4, CHRM4 PAM 4, CHRM5 antagonist -5, CRFR2-BP antag -5, M1 PAM parental 9, M5 PAM 4, TAAR1 antagonist -7 and CHRM5 agonist 6.
For O=C(NC(=S)NCCCN1CCOCC1)c1ccc([N+](=O)[O-])cc1 the results were CRFBP-R2 agonist 2.1, TAAR1 agonist 8, CHRM4 PAM -2, CHRM5 antagonist -9, CRFR2-BP antag 4, M1 PAM parental 11, M5 PAM 2, TAAR1 antagonist 6 and CHRM5 agonist -1.
Cc1c(C(=O)N(Cc2ccccc2)C(C)C)cnn1-c1ccccc1 was read as CRFBP-R2 agonist -1.4, TAAR1 agonist 0, CHRM4 PAM 2, CHRM5 antagonist 4, CRFR2-BP antag -10, M1 PAM parental -3, M5 PAM -4, TAAR1 antagonist -17 and CHRM5 agonist -1.
For S=C(N/N=C/c1ccc2ncccc2c1)Nc1cccnc1 the results were CRFBP-R2 agonist -2.5, TAAR1 agonist 4, CHRM4 PAM -2, CHRM5 antagonist 0, CRFR2-BP antag 14, M1 PAM parental 15, M5 PAM 6, TAAR1 antagonist 1 and CHRM5 agonist -3.
For O=C(NCCCc1ccccc1)C1CC1 the results were CRFBP-R2 agonist -0.4, TAAR1 agonist 0, CHRM4 PAM 0, CHRM5 antagonist 5, CRFR2-BP antag 0, M1 PAM parental 2, M5 PAM -2, TAAR1 antagonist -14 and CHRM5 agonist -2.
Screening CCCN(CCC)Cc1cc2ccccc2c2c1COC2 returned CRFBP-R2 agonist 1.8, TAAR1 agonist 8, CHRM4 PAM 16, CHRM5 antagonist -3, CRFR2-BP antag -6, M1 PAM parental 15, M5 PAM 3, TAAR1 antagonist 11 and CHRM5 agonist -8.
Screening CC(=O)Nc1cc(-c2nc3ccccc3o2)ccc1Cl returned CRFBP-R2 agonist -1.1, TAAR1 agonist -2, CHRM4 PAM -1, CHRM5 antagonist -5, CRFR2-BP antag 4, M1 PAM parental -1, M5 PAM 7, TAAR1 antagonist -2 and CHRM5 agonist -6.
